# Cneo AK release = Cryptococcus neoformans lysis via adenylate kinase release; C. neoformans lysis, adenylate kinase release luminescence, 4 h; normalised: neutral wells 0, clomiphene wells 100; lysis activity, % at 15 µM; hit rate 0.2% among 360,000;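 active means mean lysis activity across replicates of at least 80%, whatever share of replicates individually reach that level; inactive means mean lysis activity below 80%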
#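 Test system: log-phase Cryptococcus neoformans yeast cells. Input: 5 × 10^6 yeast cells/mL. Medium: fresh YPD growth medium. Doses: single dose. Incubation: static 4 h at 37 °C with compound, 1 h detection. Measured by: luminescent adenylate kinase detection reagent. Read-out: signal increase indicating cell lysis. Benchmarks: Clomiphene.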
# miR122 inh = inhibitors of miR-122 in Huh7 cells. Huh7 miR-122 Renilla luciferase sensor, 48 h; neutral wells = 0, positive control = 100. activation (reporter increase), % at 12.5 µM. hit rate 0.3% among 340,000;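 active means mean replicate activation score at least 90 and every replicate individually at or above 90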;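 further: higher luciferase means less miR-122 activity so hits act as miR-122 inhibitors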
# Casp6 inh = inhibitors of human caspase-6; P55212; purified caspase-6, Z-VEID-R110 cleavage fluorescence; inhibition, % at 12.5 µM; hit rate 0.53% among 350,000; AID 686996;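 active means mean inhibition across replicates at least about 35%, with every replicate also reaching that limit, limit read from the data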;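 further: 0% = median of neutral control wells and 100% = no fluorescence left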
# Target sequence (P55212 24-179 limits assumed): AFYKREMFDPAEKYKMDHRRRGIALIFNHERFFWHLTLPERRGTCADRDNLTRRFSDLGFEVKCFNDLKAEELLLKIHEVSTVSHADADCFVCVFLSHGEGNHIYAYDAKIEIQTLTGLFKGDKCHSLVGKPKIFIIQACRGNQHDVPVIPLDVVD
# Target sequence (P55212 194-293 limits assumed): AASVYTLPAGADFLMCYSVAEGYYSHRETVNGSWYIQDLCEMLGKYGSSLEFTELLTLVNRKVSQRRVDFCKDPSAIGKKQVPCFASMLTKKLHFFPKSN
# EWS-Fli block = EWS/Fli transcriptional activity inhibition. A673 NR0B1-luciferase reporter, viability-normalised. AID 651661. inhibition, % at 12.6 µM. hit rate 0.67% among 350,000;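 active means mean inhibition of at least 50% after viability correction, with every replicate also passing that limit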;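 further: firefly luciferase signal divided by Alamar Blue viability fluorescence both relative to DMSO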
# PGC1a acetyl inh = modulators of PGC1a acetylation. U2OS PGC1a acetylation, AlphaScreen anti-acetyl-lysine; with virally co-expressed GCN5 acetyltransferase. inhibition, % at 15.6 µM. hit rate 0.17% among 350,000. AID 651687;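 active means every replicate shows inhibition of at least 40%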;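 further: 0% = neutral control wells and 100% = positive control wells; some results beyond the cut were filed as inactive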
# LGR2 inh = Drosophila LGR2 receptor signaling inhibition. HEK293 LGR2, CRE-luciferase, bursicon-stimulated, 4 h. inhibition, % at 9.99 µM. AID 720647. hit rate 0.35% among 380,000;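 active means drop in luminescence signal, shown as inhibition above about 50% in the replicate tests, limit read from the data, passing the limit was not always enough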;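 further: agonist challenge used bursicon conditioned medium at about half maximal strength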
# FN deposit inh = fibronectin deposition inhibition; AH1F fibroblasts, Alexa488-fibronectin deposition fluorescence, overnight; inhibition, % at 12.6 µM; hit rate 0.086% among 350,000; AID 743247;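 active means mean inhibition across replicates of 30% or more, regardless of how many single replicates reach that level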;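 further: positive control wells lacked labelled fibronectin entirely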
#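 Measured by – fluorescence 485/525 nm · System – AH1F fibroblast monolayer, labelled fibronectin deposition · Amount – 10000 cells per well · Buffer or medium – serum-reduced DMEM (2% serum) · Doses – single dose, pinned · Also added – fluorescent fibronectin at 24 nM final · Schedule – 1 h cell attachment, overnight exposure to compound and label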
# PAX8 inh HTS = PAX8 transcriptional activity inhibition; hit rate 1.2% among 360,000; inhibition, % at 12.6 µM; RMG-I TPO-luciferase reporter, SteadyGlo, 24 h;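 active means mean replicate inhibition at least 60% with every replicate also reaching 60%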;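 further: luciferase light reporting Pax8 driven TPO promoter activity; plate controls were median of neutral control wells for no effect and mitoxantrone controls for full effect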
# * marks the source's active call; other numbers are inactive results; · = not tested or not shown; & = joins results of further samples; [ ] = remark or other dose. This is a random part of the collection; about 2.5% have a hit in one of these screens.
molecule,PAX8 inh HTS,Casp6 inh,EWS-Fli block,FN deposit inh,PGC1a acetyl inh,miR122 inh,Cneo AK release,LGR2 inh
COc1ccc(S(=O)(=O)Nc2ccc3c(c2)CC(=O)N([C@H](C)CO)C[C@H](C)[C@@H](CN(C)Cc2ccc(C(=O)O)cc2)O3)cc1,2,·,·,1,12,·,·,3
COn1c(=O)c(-c2cccc(Br)c2)[n+]([O-])c2ccccc21,40,-1,11,5,-1,-3,2,-14
CC(C)OC(=O)C1C2C=CC3(CN(CC4CCCO4)C(=O)C13)O2 (stereo unspecified),-6,·,·,4&8,2,1,2,·
COc1ccc(-c2ccc3n(c2=O)C[C@H]2[C@H](CO)[C@@H](C(=O)NC4CCC4)N(S(C)(=O)=O)[C@@H]32)cc1,·,-1,0,·,·,·,-2,-12
COc1cc(C(=O)Nc2ccc3c(c2)OCO3)ccc1OCc1c(C)noc1C,-30,-2,4,-8,·,·,·,15
CCC(=O)N1CC2(CN(C(=O)CN3CCOCC3)C2)c2c([nH]c3cc(OC)ccc23)[C@@H]1CO,1,7,-6,·,·,·,·,-25
Cc1cc(C(=O)COc2ccc(-c3nnco3)cc2)c(C)n1Cc1ccccc1,16,·,·,-8,·,2,-2,·
CCN(C[C@H]1N[C@@H](CO)[C@@H]1c1ccc(C2=CCCC2)cc1)C(=O)c1ccncc1,13,-2,24,·,-10,-6[16.7 µM],0,-14
CCN(CC)S(=O)(=O)c1cc(OC)c(C)cc1C,-21,0,8,-25,-15,4,·,2
O=C(c1ccc(Cl)cc1)C1CCCN(Cc2cnn(-c3ccccc3)c2)C1 (stereo unspecified),3,2,9,-6,2,-3,7,-2
CCCNC(=O)N1C[C@H](O)COC[C@H]2O[C@@H](CC(=O)NCc3ccc(Cl)c(Cl)c3)CC[C@@H]21,-8,1,-6,-10,2,8[16.7 µM],0,-15
COC(=O)[C@H](CC(C)C)N(Cc1ccccc1)S(=O)(=O)N(Cc1ccccc1)[C@@H](CC(C)C)C(=O)OC,19,-1,3,3,·,·,4,2
O=C(NCc1ccccn1)C1CCCN(S(=O)(=O)c2ccccc2)C1 (stereo unspecified),·,·,·,·,1,-5,-1,15
O=S(=O)(c1ccc(F)c(F)c1F)N1CCN(C(=S)Nc2ccccc2)CC1,12,-2,10,-5,-10,1,·,3
Cc1cc(=O)oc2cc(NC(=O)C(CCCN=C(N)N)NC(=O)OCc3ccccc3)ccc12 (stereo unspecified),-2,-2,10,-5,-3,-8,-1,11
Cc1cc(O)ccc1NC(=O)c1ccccc1,·,0,-8,·,·,-7,·,13
CC1(C(=O)Nc2cccc(Oc3ccccc3)c2)Cc2c(-c3ccccc3)ccnc2O1 (stereo unspecified),11,-5,12,8,·,-2,1,-9
CN1C(=O)c2cc(NS(=O)(=O)c3ccccc3F)ccc2OC[C@@H]2O[C@@H](CC(=O)NC3Cc4ccccc4C3)CC[C@H]21,21,2,-4,-1,·,·,-1,6
Cc1noc(C)c1C(=O)N(CC(=O)Nc1ccccc1Br)Cc1ccco1,-7,0,0,-6,·,·,2,0
O=C(NCc1ccccc1)C1CCCN(S(=O)(=O)c2cccnc2)C1 (stereo unspecified),·,·,·,·,-8,3,0,12
O=C(COC(=O)c1ccc([N+](=O)[O-])s1)NCc1ccc(F)cc1,·,·,·,·,4,-3,3,-11
C[C@H](CO)N1C[C@H](C)[C@@H](CN(C)C(=O)C2CCC2)Oc2cc(C#CC3CC3)ccc2S1(=O)=O,·,-1,5,·,4,24[16.7 µM],-1,2
CS(=O)(=O)c1ccc(Cl)c(NC(=O)CCN2C(=O)NC3(CCCC3)C2=O)c1,-6,-1,5,·,-6,-2,·,3
COCCCC1CCN(C(=O)C2CCC(=O)N(Cc3ccccc3F)C2)CC1 (stereo unspecified),-12,0,-2,·,0,0,0,-2
Cc1cccc(-c2nnc(-c3ccc(N)cc3)o2)c1,·,·,·,-2,2,-11,-5,·
O=C(NC(NC1CCS(=O)(=O)C1)C(Cl)(Cl)Cl)c1cccc(Cl)c1 (stereo unspecified),20,·,·,-8,5,-6,-1,·
COc1cccc(NC(=O)C2(C)CCN2CC2CCCCC2)c1 (stereo unspecified),-7,0,2,·,·,-18,-1,-21
O=C(N/N=C/c1ccc2c(c1)OCO2)c1cccc(NC(=O)c2ccccc2Cl)c1,-22,-4,-10,-14,·,0,-20,14
CCOC(=O)c1c(NC(=O)Cn2nc(C(F)(F)F)cc2C)sc2c1CCC2,42,-1,16,-2,·,·,·,6
Cc1cc(C)c(NC(=O)Cc2ccc(-n3cccc3)cc2)c(C)c1,-2,·,·,2,9,-3,3,-23
C=CCSc1nnc(NC(=O)CSc2nc(CCC)cc(=O)[nH]2)s1,·,·,·,·,-2,-14,7,-2
CCOc1ccc(C2=C/C(=C/c3cccnc3)C(=O)O2)cc1,1,·,·,-14,·,-14,-16,·
COC(=O)c1cccc(CSC(=S)N2CCCC2)c1,12,-1,-5,-9,1,-8,-2,-28
O=C(N=C1SC2CS(=O)(=O)CC2N1c1cccc(Cl)c1Cl)C1CC1 (stereo unspecified),11,3,·,0,5,-8,·,-8
NC(=O)C1CCN(C(=O)CCC(=O)N2CCOc3ccc(Cl)cc32)CC1,3,-2,5,2,-18,-6,-1,·
CCCNC(=O)Nc1ccc2c(c1)C(=O)N(C)C[C@@H](OC)[C@H](C)CN(C(=O)C1CC1)[C@@H](C)CO2,7,·,-7,8,30,·,-8,12
Cc1cc(C)n2c(NC3CCCCC3)c(CC(C)C)nc2n1,-35,-1,9,10,·,·,·,3
Cc1nn(-c2ccccc2)c(C)c1/C=N/NC(=O)CSc1nc2ccccc2c(=O)n1-c1ccccc1,1,1,6,·,·,·,·,15
CCCn1c(=O)c(F)cn(Cc2ccc(OC)c([N+](=O)[O-])c2)c1=O,·,·,·,19,1,-9,0,·
Cn1c(N=Nc2ccccc2)nc2ccccc21,·,39*,17,-7,12,0,·,·

# 9 neighbouring records from above, quoted:
molecule,PAX8 inh HTS,Casp6 inh,EWS-Fli block,FN deposit inh,PGC1a acetyl inh,miR122 inh,Cneo AK release,LGR2 inh
CCOc1ccc(C2=C/C(=C/c3cccnc3)C(=O)O2)cc1,1,·,·,-14,·,-14,-16,·
COC(=O)c1cccc(CSC(=S)N2CCCC2)c1,12,-1,-5,-9,1,-8,-2,-28
O=C(N=C1SC2CS(=O)(=O)CC2N1c1cccc(Cl)c1Cl)C1CC1 (stereo unspecified),11,3,·,0,5,-8,·,-8
NC(=O)C1CCN(C(=O)CCC(=O)N2CCOc3ccc(Cl)cc32)CC1,3,-2,5,2,-18,-6,-1,·
CCCNC(=O)Nc1ccc2c(c1)C(=O)N(C)C[C@@H](OC)[C@H](C)CN(C(=O)C1CC1)[C@@H](C)CO2,7,·,-7,8,30,·,-8,12
Cc1cc(C)n2c(NC3CCCCC3)c(CC(C)C)nc2n1,-35,-1,9,10,·,·,·,3
Cc1nn(-c2ccccc2)c(C)c1/C=N/NC(=O)CSc1nc2ccccc2c(=O)n1-c1ccccc1,1,1,6,·,·,·,·,15
CCCn1c(=O)c(F)cn(Cc2ccc(OC)c([N+](=O)[O-])c2)c1=O,·,·,·,19,1,-9,0,·
Cn1c(N=Nc2ccccc2)nc2ccccc21,·,39*,17,-7,12,0,·,·

# Additional records follow:
molecule,PAX8 inh HTS,Casp6 inh,EWS-Fli block,FN deposit inh,PGC1a acetyl inh,miR122 inh,Cneo AK release,LGR2 inh
C[C@H](CO)N1C[C@H](C)[C@@H](CN(C)C(=O)NC2CCCCC2)OCCCC[C@H](C)Oc2ccc(NS(=O)(=O)c3ccc(Cl)cc3)cc2C1=O,28,0,2,-14,0,-3[16.7 µM],-2,7
COc1cccc(-c2cnc3c(c2)C(=O)N([C@H](C)CO)C[C@@H](C)[C@H](CN(C)C(=O)CC2CC2)O3)c1,·,0,2,-8,-2,8[16.7 µM],-11,-16
Cc1cc(C)n(CCC(=O)N2CCN(S(=O)(=O)c3ccc(C)c(C)c3)CC2)n1,3,0,3,-3,·,·,-1,-11
Cc1ccc2cc(CN(Cc3ccc(F)cc3)Cc3nnnn3C3CCCC3)c(=O)[nH]c2c1,·,4,6,·,·,-3,0,24
CO[C@H]1CN(C)C(=O)c2cc(NS(=O)(=O)c3ccc(F)cc3)ccc2OC[C@@H](C)NC[C@@H]1C,4,1,-1,3,-3,-8[16.7 µM],-1,0
Cn1ccnc1SCC(=O)c1cccc(C(F)(F)F)c1,-132,4,-67,-3,4,4,2,12
COC(=O)C1(C(=O)OC)C/C=C\CN(S(=O)(=O)c2ccccc2[N+](=O)[O-])CC1,-25,2,8,2,·,·,·,5
CCCCOCCCNCC(=O)Nc1ccc(S(N)(=O)=O)cc1,2,4,2,·,12,·,·,-7
O=C(C(=O)N1CCC(c2ccccc2)CC1)c1cccc([N+](=O)[O-])c1,2,-4,6,-3,·,·,·,-17
CC(C)C#Cc1ccc([C@@H]2[C@@H](CO)N3C(=O)CN(C(=O)c4ccc5c(c4)OCO5)C[C@@H]23)cc1,·,2,-3,8,-4,·,·,-11
COc1ccc(OC)c(CN(CCN2CCOCC2)S(=O)(=O)c2ccc(NC(C)=O)cc2)c1,16,5,4,-3,-1,15,1,9
CC(C)(C)c1ccc(OCCC(=O)OCC(=O)NC2CCCCC2)cc1,-2,-1,-2,-2,·,·,·,-2
CCOC(=O)c1cnc2nc(N3CCOCC3)nn2c1N,-9,3,-7,-12,·,·,·,1
CC(=O)Nc1cc[n+](C(C)C(=O)c2ccc(Cl)cc2)cc1 (stereo unspecified),-25,1,4,-10,-1,·,-1,-2
COc1cc(C(=O)N2CCN(c3cccc(C)c3C)CC2)cc(OC)c1OC,52,-1,61*,1,-10,43,0,6
COc1ccc(C#Cc2ccc3c(c2)[C@@H]2[C@@H](CCN2C(=O)C2CCCC2)[C@H](CO)N3)cc1,11,3,-4,4,-4,·,·,7
Cc1ccc(S(=O)(=O)N2C(=O)CCC2C(=O)Nc2ccc3c(c2)OCCO3)cc1 (stereo unspecified),3,·,·,0,-2,0,-1,·
O=C(CNC(=O)c1ccccc1)Nc1ccsc1C(=O)O,3,0,6,-9,-5,1,-1,8
COc1ccc(S(=O)(=O)Nc2ccc3c(c2)C(=O)N([C@@H](C)CO)C[C@@H](C)[C@H](CN(C)S(=O)(=O)c2ccccc2)OCCCC[C@H](C)O3)cc1,10,2,6,·,-9,·,·,9
CCOC(=O)c1sc2nc(CSc3ccccc3)nc(N3CCC(C(N)=O)CC3)c2c1C,13,1,7,-1,-16,·,·,1
CC(=NOC(=O)c1ccc(I)cc1)c1nccs1,21,1,-12,2,7,-4,-8,-19
C[C@H](CO)N1C[C@H](C)[C@@H](CN(C)S(C)(=O)=O)Oc2c(NC(=O)C3CCOCC3)cccc2C1=O,-25,-2,-6,·,1,-1[16.7 µM],0,25
CC(C)CNC(=S)N(CCN(C)C)Cc1cc2cc3c(cc2[nH]c1=O)OCO3,1,1,-8,-3,16,-3,-1,5
